Yfh1-depleted yeast – enhancers of respiration in Yfh1-depleted yeast, dose response, Friedreich's ataxia, plus single-dose screen (AID 1465); S. cerevisiae Yfh1-off respiration, WST-1 reduction, 72 h; higher fold induction means a stronger effect; fold induction at 50 µM, or EC50 in µM where a hit was titrated; actives 0.074% (n = 220,000);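 active means fold induction of absorbance versus untreated yeast above a set limit, then at least 30% activation at any dose in follow-up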;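 further: activators that raise dye reduction in frataxin-depleted yeast; strong numbers were not always called active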
ER stress rescue – rescue of cells from ER stress-induced death, primary screen, 384-well, CSM14.1, thapsigargin, ATP luminescence (AID 1222); cellular ATP content (survival), % at 20 µM; hits with a dose series show EC50 in µM; 190,000 tested, under 10 active; CSM14.1 thapsigargin-induced death rescue, ATP luminescence; higher % means a stronger effect;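 active means EC50 below 50 µM in the dose-response confirmation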;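 further: death triggered by thapsigargin at about 15 µM added after 2 h compound pretreatment; cell ATP read after overnight thapsigargin exposure of roughly 18 to 22 hours; normalized against plate controls of thapsigargin alone and 5% DMSO vehicle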
P. falciparum M17LAP – P. falciparum M17LAP inhibitors, primary screen, biochemical, fluorogenic H-Leu-NHMec substrate, 1536-well (AID 1619); recombinant M17LAP, H-Leu-NHMec fluorogenic kinetic assay; higher % means a stronger effect; inhibition, % at 30 µM, or IC50 in µM where a hit was titrated; actives 0.38% (n = 220,000);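 active means compound inhibiting the enzyme by more than half at any dose during confirmatory dose-response retesting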;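 further: plate controls were full reaction with DMSO carrier for no effect and no enzyme background for full effect; strong numbers were not always called active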
West Nile virus CPE – West Nile virus antiviral activity, cell-based, CPE readout (AID 1621); CPE inhibition, % at 10 µM, or IC50 in µM where a hit was titrated; actives 0.02% (n = 290,000); West Nile virus-infected cells, CPE inhibition; higher % means a stronger effect; in the data active means a potency from the dose series; further: strong numbers were not always called active
SIAH1 antagonists – blockers of Siah-1 interaction with plectin peptide – biochemical, fluorescence polarization, rhodamine-plectin, uHTS, primary screen (AID 1817); actives 0.02% (n = 290,000); Siah-1 / rhodamine-plectin peptide fluorescence polarization; higher % means a stronger effect; displacement, % at 20 µM; hits with a dose series show IC50 in µM;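 active means displacement of at least 50% at 20 µM, with a fluorescence ratio check between 0.3 and a set limit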;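 further: plate controls were Siah plus tracer with DMSO for no effect and tracer alone without Siah for full effect; strong numbers were not always called active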
PMI inhibition – MPI inhibition at elevated mannose 6-phosphate – biochemical, fluorescence intensity, high mannose 6-phosphate, primary screen (AID 1220); inhibition, % at 20 µM; hits with a dose series show IC50 in µM; actives 0.66% (n = 190,000); recombinant PMI enzyme, coupled fluorescence intensity; higher % means a stronger effect; in the data active means inhibition above about 50%
Salmonella PhoP GFP – inhibitors of PhoP regulon expression, primary screen, Salmonella Typhimurium, GFP reporter (AID 1863) | actives 0.16% (n = 300,000) | S. Typhimurium PhoP-regulated promoter GFP reporter, 4 h; higher % means a stronger effect | inhibition, % at 50 µM; hits with a dose series show IC50 in µM;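 active means inhibition over 29.93%, a cutoff 3 SD above the screen mean, later confirmed by dose response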;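 further: 0% = low Mg2+ inducing control and 100% = high Mg2+ repressing control; strong numbers were not always called active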
M1AAP inhibition – P. falciparum M1AAP inhibitors, biochemical, fluorogenic H-Leu-NHMec substrate, 1536-well (AID 1445); actives 0.42% (n = 220,000); recombinant M1AAP, H-Leu-NHMec fluorogenic kinetic assay; higher % means a stronger effect; one-dose inhibition, % at 30 µM; IC50 in µM for titrated hits;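 active means primary inhibition above the hit cutoff, then over 50% inhibition at one or more dose response concentrations, cut at about 23% in these data, passing the limit was not always enough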;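 further: plate controls were DMSO full reaction for no effect and no enzyme background for full effect; strong numbers were not always called active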
XIAP antagonists – XIAP antagonists, biochemical, IAP family, fluorescence polarization (AID 1018). XIAP BIR domain, fluorescence polarization peptide displacement; higher % means a stronger effect. displacement, % at 20 µM, or IC50 in µM where a hit was titrated. actives 0.007% (n = 200,000); in the data active means displacement above about 50%; further: a part of the inactive calls stands beside numbers as strong as those of hits
The depositor's hits bear a star; i = inactive; / = not tested or not shown.

Order of values: Yfh1-depleted yeast	ER stress rescue	P. falciparum M17LAP	West Nile virus CPE	SIAH1 antagonists	PMI inhibition	Salmonella PhoP GFP	M1AAP inhibition	XIAP antagonists
> O=C(/C=C\c1ccccc1)Nc1nccs1
→ i	-2.1%	3.3%	-0.7%	-0.2%	-10.3%	-1.8%	2.5%	-2.1%
> CCC(=O)Oc1c(C(=O)CC)cc2c(C)cc(=O)oc2c1C
→ i	-2.5%	-5.4%	0.8%	2.7%	1.0%	-8.3%	5.8%	-3.6%
> C#CCOCCOCCOCCNc1nc(N2CCN(C(=O)[C@H](C)n3cc(CCCN=C(N)N)nn3)CC2)nc(N2CCN(C(=O)[C@H](CCCCN)n3cc(CCCC)nn3)CC2)n1
→ /	0.0%	-4.1%	/	2.4%	-45.5%	3.2%	-0.8%	-2.6%
> Cc1cccc(-n2ncc(C#N)c2-n2cccc2)c1
→ i	-0.2%	-3.4%	0.1%	-1.0%	13.4%	5.5%	11.2%	-23.5%
> CC(=O)c1cc(C#N)c(Oc2ccc(F)cc2)nc1C
→ i	0.2%	5.9%	0.0%	2.6%	3.2%	-1.5%	-0.7%	-1.4%
> O=c1cccccc1NCc1ccccc1
→ i	-3.6%	24.0%	0.3%	-1.7%	13.3%	-11.1%	7.5%	0.0%
> CCc1cccc(NC(=O)Cn2cccc2)c1
→ i	-0.9%	23.0%	-0.4%	0.5%	-0.8%	4.3%	3.8%	-2.1%
> CCc1nn2c(=O)cc(COc3ccc(/C=C4\C(=N)N5N=C(CC(C)C)SC5=NC4=O)cc3)nc2s1
→ i	/	5.5%	0.4%	28.8%	/	-2.8%	4.8%	/
> CC(C)COc1ccc(/C(=N/O)c2ccccc2)cc1
→ i	-0.6%	-0.3%	-0.4%	0.7%	12.0%	-8.0%	11.2%	-2.5%
> Cc1ccnc(NC(=O)CCC(=O)N(CC(=O)NC2CCCCC2)Cc2ccc3c(c2)OCO3)c1
→ /	-4.6%	/	/	5.1%	3.1%	/	/	-8.4%
> COC(=O)Nc1ccc(OC)c(OC)c1
→ i	-3.4%	-6.5%	-0.2%	-1.4%	7.2%	2.6%	-0.3%	-3.4%
> Cc1ccc(S(=O)(=O)NCC2CCC(C(=O)NCc3cccnc3)CC2)cc1 (stereo unspecified)
→ i	-0.4%	-10.4%	0.8%	10.9%	0.0%	-2.4%	6.1%	-5.3%
> O=C(CC(c1ccc(F)cc1)c1ccco1)Nc1nccs1 (stereo unspecified)
→ i	-0.2%	/	-0.9%	-1.3%	13.2%	/	/	-0.5%
> Cc1ccc(S(=O)(=O)NNC(=O)c2cnn(-c3ccccc3)c2C(F)(F)F)cc1
→ i	/	-1.9%	-0.1%	0.7%	/	-7.9%	-0.4%	/
> CCCc1ccc(-c2cc(C(=O)N/N=C/c3ccc([N+](=O)[O-])o3)c3ccccc3n2)cc1
→ /	-8.4%	16.0%	/	2.6%	-39.0%	3.4%	5.0%	-0.2%
> Cc1ccc(/C=C/S(=O)(=O)NCc2ccc(F)cc2)cc1
→ i	-0.4%	2.5%	0.0%	18.5%	-8.8%	3.3%	0.7%	-4.0%
> COc1ccc([C@@]2(O)c3c(ccc(CC=C(C)C)c3O)NC(=O)[C@@H]2OC)cc1
→ i	/	-6.3%	-0.4%	5.5%	/	-6.1%	5.8%	/
> Fc1ccc(Cn2cnc3ccccc32)cc1
→ i	1.1%	4.0%	-0.2%	-3.6%	-8.4%	4.6%	1.6%	-6.4%
> O=C(Nc1ccccc1Cl)Oc1ccc(-c2ccccc2)cc1
→ i	/	4.5%	0.1%	8.1%	/	5.5%	-2.4%	/
> COc1cccc2c(=O)n(CC(=O)N3CCCc4ccccc43)ccc12
→ i	1.7%	-5.0%	0.3%	-6.3%	-3.3%	4.4%	5.5%	-4.6%
> Cc1ccc(S(=O)(=O)CCN2CCC(n3cccc3)CC2)cc1
→ i	/	21.0%	-0.3%	5.0%	/	-7.9%	7.6%	/
> COc1cc(C)c(Cl)cc1S(=O)(=O)NC1CC(C)(C)NC(C)(C)C1
→ i	-0.1%	4.3%	-0.1%	15.2%	-3.7%	4.7%	1.9%	-2.9%
> Cc1ccc(Cl)cc1NC(=O)COC(=O)C1CC1
→ i	-0.8%	10.8%	-1.5%	1.7%	3.0%	2.8%	-9.1%	-3.8%
> CCCNC(=S)Nc1ccc(CC(=O)OC)cc1
→ i	-0.5%	4.1%	-0.3%	-0.3%	14.2%	17.0%	-3.6%	-2.7%
> O=C(c1cccs1)N(Cc1ccco1)C1CCS(=O)(=O)C1 (stereo unspecified)
→ i	0.0%	-3.3%	0.2%	-1.0%	0.5%	0.3%	4.2%	-4.0%
> CCC1=C2CC[C@H]3C(=O)N(c4ccccc4)C(=O)[C@H]3[C@H]2[C@@]2(C)C(=NCc3ccccc3)OC(=O)N2C1=O
→ i	/	1.6%	-0.1%	3.2%	/	-1.3%	1.0%	/
> CCOc1ccc(S(=O)(=O)NCc2csc(C)n2)cc1
→ i	/	4.9%	-0.7%	5.1%	-2.7%	-3.9%	-0.9%	-5.7%
> CC1CCCCC12NC(=O)N(CC(=O)NC(=O)Nc1ccc3c(c1)OCCO3)C2=O (stereo unspecified)
→ i	2.9%	14.5%	-0.2%	4.2%	-2.7%	-1.7%	5.9%	-4.8%
> CN(C)c1ccnc(-n2cccc2/C=N/OCc2ccc(F)cc2Cl)c1C#N
→ i	0.9%	2.7%	-0.5%	0.0%	-0.7%	12.9%	2.1%	-9.4%
> O=C(Cc1ccccc1)NC1CCN(S(=O)(=O)c2cccc(F)c2)CC1
→ i	-1.1%	5.8%	-0.4%	-3.8%	12.1%	-10.1%	6.8%	2.7%

Single values from above:
SIAH1 antagonists with CCC(=O)Oc1c(C(=O)CC)cc2c(C)cc(=O)oc2c1C stands at 2.7%
SIAH1 antagonists with Cc1ccc(S(=O)(=O)NNC(=O)c2cnn(-c3ccccc3)c2C(F)(F)F)cc1 stands at 0.7%

(cont.)
Order of values: Yfh1-depleted yeast	ER stress rescue	P. falciparum M17LAP	West Nile virus CPE	SIAH1 antagonists	PMI inhibition	Salmonella PhoP GFP	M1AAP inhibition	XIAP antagonists
> Cn1c(SCC(=O)O)nnc1-c1ccc2ncccc2c1
→ i	/	1.0%	0.0%	2.3%	/	-13.2%	4.8%	/
> CCSc1nc2sc3c(c2c(=O)[nH]1)CCc1ccccc1-3
→ i	2.0%	-7.8%	-0.6%	2.3%	-7.3%	-8.9%	9.2%	17.4%
> C[C@@H]1C=C(C(=O)N2CCN(C)CC2)O[C@H](OCc2ccc(CO)cc2)C1
→ i	0.1%	-4.2%	0.7%	4.3%	-1.2%	-8.6%	1.2%	-3.3%
> COc1ccc(-c2nc(N)sc2C2(O)C(=O)Nc3c(Br)cc(F)cc32)cc1OC (stereo unspecified)
→ i	-1.2%	-1.7%	0.7%	0.1%	19.9%	-4.2%	-0.5%	-2.7%
> COC(=O)C1=C(N)Oc2cc(C)n(CC3CCCO3)c(=O)c2C1c1ccccc1OC (stereo unspecified)
→ i	0.5%	4.5%	-0.5%	2.0%	5.4%	2.2%	-2.9%	-1.2%
> CCS(=O)(=O)NCC(c1cccnc1)N1CCN(c2ccccc2)CC1 (stereo unspecified)
→ i	1.2%	-11.5%	0.2%	0.5%	4.9%	9.0%	3.3%	-7.3%
> Cc1cccc(C)c1NC(=O)c1c(C)nn(-c2ccccc2)c1Cl
→ i	-0.3%	-7.3%	-0.2%	1.8%	12.6%	5.3%	1.6%	-4.4%
> O=C(COc1ccc(Cl)cc1Cl)Nc1ccc(S(=O)(=O)NC2=NCCCCC2)cc1
→ i	4.7%	6.9%	-0.3%	-1.2%	11.4%	-12.1%	-6.6%	-5.2%
> Cc1csc(NC(=O)C2C3C=CC(C3)C2C(=O)O)n1 (stereo unspecified)
→ i	-0.8%	15.7%	0.1%	-0.4%	-15.6%	-12.8%	2.6%	-4.5%
> CCN(CC)C(=O)Oc1cc(COC)nc(-c2ccccc2)n1
→ i	/	0.2%	-1.0%	1.1%	/	-7.8%	0.9%	/
> COc1ccc(CCN(C(=O)c2ccco2)C(C(=O)NC2CCCC2)c2ccncc2)cc1OC (stereo unspecified)
→ i	5.6%	2.6%	-0.1%	-7.2%	/	4.5%	4.1%	-1.2%
> O=C(NC(NC1CCS(=O)(=O)C1)C(=O)c1cccs1)c1ccccc1 (stereo unspecified)
→ i	/	-6.3%	0.4%	0.4%	-1.9%	-6.9%	-2.5%	-1.4%
> O=C1NC(c2cc(Cl)cc([N+](=O)[O-])c2O)Nc2ccccc21 (stereo unspecified)
→ i	/	-2.8%	1.7%	-5.9%	/	-8.9%	16.6%	/
> Cc1cc([N+](=O)[O-])nn1Cc1ccc(C(=O)N/N=C/c2ccc(F)cc2)cc1
→ i	/	0.6%	0.2%	10.5%	/	-6.2%	2.0%	/
> COc1cc(Cl)cc(C#N)c1OCC(=O)O
→ i	6.2%	7.4%	0.5%	1.3%	-2.0%	0.5%	4.5%	-4.0%
> O=C(NCc1ccco1)C1CCN(c2ccc(N3CCOCC3)nn2)CC1
→ i	-0.7%	-45.6%	0.2%	-1.4%	-2.7%	-3.8%	11.6%	-4.2%
> Cc1nc2c(C(=O)NCc3cccs3)cnn2c(C)c1Cc1ccc(F)cc1
→ i	1.6%	-6.7%	-1.8%	5.1%	1.2%	10.7%	0.0%	-10.2%
> O=C(NCCCn1ccnc1)/C(=C\c1cccs1)NC(=O)c1cccs1
→ i	-2.4%	23.1%	-0.1%	-0.8%	0.6%	5.9%	3.9%	-7.9%
> Cc1onc(-c2c(Cl)cccc2Cl)c1C(=O)N1CCc2ccccc2C1
→ /	-0.8%	0.8%	/	-0.5%	0.0%	0.7%	5.8%	-3.0%
> O=C(NC1CCCC1)C1CCN(C(=O)c2ccc(-c3ccccc3)cc2)CC1
→ i	6.7%	-2.4%	-1.9%	0.6%	-4.7%	1.2%	2.6%	-10.0%
> O=c1c2cnn(-c3ccccc3)c2nc(-c2ccco2)n1-c1ccccc1
→ i	-1.6%	-11.6%	-1.6%	3.5%	11.3%	0.5%	-11.1%	5.9%

Molecules from the list above that contain a thiophene ring, fused or not, in the order listed:
Order of values: Yfh1-depleted yeast	ER stress rescue	P. falciparum M17LAP	West Nile virus CPE	SIAH1 antagonists	PMI inhibition	Salmonella PhoP GFP	M1AAP inhibition	XIAP antagonists
> O=C(c1cccs1)N(Cc1ccco1)C1CCS(=O)(=O)C1 (stereo unspecified)
→ i	0.0%	-3.3%	0.2%	-1.0%	0.5%	0.3%	4.2%	-4.0%
> CCSc1nc2sc3c(c2c(=O)[nH]1)CCc1ccccc1-3
→ i	2.0%	-7.8%	-0.6%	2.3%	-7.3%	-8.9%	9.2%	17.4%
> O=C(NC(NC1CCS(=O)(=O)C1)C(=O)c1cccs1)c1ccccc1 (stereo unspecified)
→ i	/	-6.3%	0.4%	0.4%	-1.9%	-6.9%	-2.5%	-1.4%
> Cc1nc2c(C(=O)NCc3cccs3)cnn2c(C)c1Cc1ccc(F)cc1
→ i	1.6%	-6.7%	-1.8%	5.1%	1.2%	10.7%	0.0%	-10.2%
> O=C(NCCCn1ccnc1)/C(=C\c1cccs1)NC(=O)c1cccs1
→ i	-2.4%	23.1%	-0.1%	-0.8%	0.6%	5.9%	3.9%	-7.9%
